Source: PubChem
VLA-4 inh – inhibition in a human VLA-4 binding assay; VLA-4 expressing cells, ligand binding flow cytometry; P13612; 330,000 compounds, 0.2% hits; inhibition, % (about 7 µM as worked out from the volumes in the protocol); AID 2557; in the data active means inhibition above about 50%
BCLXL inh – blocks human Bcl-xL binding to Bim BH3 peptide | Q07817 | GST-Bcl-xL / FITC-Bim BH3 peptide fluorescence polarization | inhibition, % at 10.9 µM | 320,000 compounds, 0.7% hits;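 active means inhibition above the mean of all tested compounds plus 3 SD, cutoff set per campaign, cut at about 30% in these data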;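 further: 0% = DMSO wells and 100% = unlabeled Bim-BH3 peptide competitor; inhibitors lower millipolarization by displacing the labeled peptide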
Target sequence (Q07817 whole entry, looked up): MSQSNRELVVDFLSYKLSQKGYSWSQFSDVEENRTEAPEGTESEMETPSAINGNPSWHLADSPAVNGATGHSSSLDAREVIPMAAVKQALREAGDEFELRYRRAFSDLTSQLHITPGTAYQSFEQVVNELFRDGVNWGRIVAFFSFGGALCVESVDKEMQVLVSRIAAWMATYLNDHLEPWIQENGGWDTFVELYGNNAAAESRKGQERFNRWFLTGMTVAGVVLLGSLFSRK
MCL1 BIM primary – MCL1-BIM-BH3 interaction inhibition (human); GST-MCL1 / FITC-Bim-BH3 fluorescence polarization; inhibition, % at 10.9 µM; 320,000 compounds, 0.68% hits;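 active means inhibition above the mean inhibition of all tested compounds plus 3 SD, set per campaign, cut at about 40% in these data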;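 further: 0% = DMSO wells and 100% = unlabeled Bim-BH3 peptide control; higher means more loss of mP so more displacement of Bim peptide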
PME-1 primary – PME-1 (human) inhibition. Q9Y570. recombinant PME-1, FP-Rh probe fluorescence polarization. inhibition, % at 5.9 µM. 320,000 compounds, 0.53% hits;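 active means inhibition above the campaign mean of all compounds plus 3 SD, cut at about 26% in these data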;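 further: competitive labeling of PME-1 active site by serine hydrolase directed probe; 0% = PME-1 with DMSO and 100% = wells lacking PME-1 enzyme; inhibitors block probe labeling so polarization falls and inhibition rises; many of its hits are not listed in these tables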
Target sequence (Q9Y570 whole entry, looked up): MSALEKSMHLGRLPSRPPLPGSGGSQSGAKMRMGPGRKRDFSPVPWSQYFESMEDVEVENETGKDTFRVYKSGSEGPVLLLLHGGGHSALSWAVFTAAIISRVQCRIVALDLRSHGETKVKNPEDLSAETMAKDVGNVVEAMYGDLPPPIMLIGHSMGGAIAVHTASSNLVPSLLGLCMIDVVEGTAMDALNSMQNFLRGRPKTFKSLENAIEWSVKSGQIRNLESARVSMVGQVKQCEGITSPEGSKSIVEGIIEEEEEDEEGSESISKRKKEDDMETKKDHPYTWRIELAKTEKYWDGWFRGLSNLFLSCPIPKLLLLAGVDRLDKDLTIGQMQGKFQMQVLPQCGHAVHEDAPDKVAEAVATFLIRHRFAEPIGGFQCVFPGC
Efflux pump inh – blocks antifungal efflux pumps in multiplex yeast assay; S. cerevisiae Candida pump triplex, Nile Red efflux; inhibition, % at 10 µM; 330,000 compounds, 0.44% hits; AID 485275;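 active means plate passing quality check with inhibition over a set limit, or well fluorescence over plate mean plus 4 SD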;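 further: Nile Red retained in pooled yeast measured as flow cytometry median fluorescence; 0% = buffer negative control and 100% = Enniatin B positive control; higher means more Nile Red kept so more efflux inhibition; some compounds called inactive have numbers as strong as hits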
Fam108B inh – blocks mouse Fam108B hydrolase in RBBP9 counter-screen; recombinant Fam108B, FP-Rh probe fluorescence polarization; inhibition, % at 9.51 µM; 300,000 compounds, 0.33% hits;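 active means inhibition above the screen mean inhibition plus 3 SD, computed separately per campaign, cut at about 18% in these data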;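 further: inhibitors lower polarization as less probe binds the enzyme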
MEX-5 binding – C. elegans MEX-5 TCR-2 RNA binding activity; Q9XUB2; MEX-5/FITC-TCR2 RNA binding, fluorescence polarization; stronger effect = lower value; activity score (negative = inhibition of binding), % at 10 µM; 300,000 compounds, 0.38% hits; AID 1832;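 active means inhibition past about -25% in most replicates, and total fluorescence under double the plate's negative control median, limit read from the data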;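 further: 0% = DMSO and -100% = 5 µM competing unlabeled TCR2 RNA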
Target sequence (Q9XUB2 whole entry, looked up): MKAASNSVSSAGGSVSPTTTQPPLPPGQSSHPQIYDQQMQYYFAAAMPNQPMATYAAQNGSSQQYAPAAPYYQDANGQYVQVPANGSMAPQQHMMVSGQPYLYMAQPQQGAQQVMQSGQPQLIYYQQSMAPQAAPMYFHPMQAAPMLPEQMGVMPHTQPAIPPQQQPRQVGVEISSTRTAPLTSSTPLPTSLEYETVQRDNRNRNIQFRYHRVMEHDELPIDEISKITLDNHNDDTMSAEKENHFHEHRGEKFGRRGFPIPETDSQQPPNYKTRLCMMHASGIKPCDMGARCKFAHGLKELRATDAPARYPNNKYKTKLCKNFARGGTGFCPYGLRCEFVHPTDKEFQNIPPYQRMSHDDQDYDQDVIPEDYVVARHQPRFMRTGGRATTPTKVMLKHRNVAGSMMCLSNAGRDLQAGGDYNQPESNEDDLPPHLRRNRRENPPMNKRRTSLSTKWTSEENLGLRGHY
GRK2 aptamer HTS – inhibitors of human GRK2 displacing RNA aptamer; bead flow cytometry, FAM-aptamer displacement from GRK2; AID 488847; 330,000 compounds, 0.59% hits; inhibition of aptamer binding, % at 10 µM; P25098;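 active means inhibition of aptamer binding above 40%, roughly 3 SD of noise, on plates passing a quality check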;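 further: median bead fluorescence of bound FAM aptamer so fluorescent compounds give negative values; no value below 0 was filed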
GLD-1 RNA inh – GLD-1-TGE RNA interaction inhibition (C. elegans); Q17339; purified GLD-1 + fluorescein TGE RNA, fluorescence polarization; inhibition, % at 5.96 µM; 320,000 compounds, 0.44% hits; AID 2280;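 active means percent inhibition above a per-plate cutoff, the plate mean of test compounds plus 3 SD, cut at about 30% in these data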;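 further: 0% = DMSO wells with GLD-1 and probe and 100% = wells lacking GLD-1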
* hit, by the source's call; . = not tested or not shown. The list is partial; rates above refer to the full screens.

SMILES	VLA-4 inh	BCLXL inh	MCL1 BIM primary	PME-1 primary	Efflux pump inh	Fam108B inh	MEX-5 binding	GRK2 aptamer HTS	GLD-1 RNA inh
O=C(NCCC(=O)N1CCN(c2ccccc2O)CC1)c1ccc(Br)cc1	2	-1	-3	-1	0.0	-2	1.4	3	3
COc1ccc(NC(=S)N(Cc2cccnc2)Cc2ccco2)cc1	6	-2	1	3	0.2	3	-1.2	1	-3
CCN1CCN(C(=O)c2cc3nc(-c4ccccc4)cc(C(F)(F)F)n3n2)CC1	0	3	-2	2	-0.1	3	1.8	1	0
O=C(N/N=C/c1ccc2c(c1)OCO2)c1cc(-c2ccccc2)nc2ccccc12	2	-4	1	-35	0.1	-29	2.4	0	2
CN(CC(=O)Nc1ccc(Cl)cc1)C(=O)CCc1c[nH]c2ccccc12	-4	4	3	8	-0.1	0	-2.6	2	3
N#C/C(=C\c1c[nH]c2ccccc12)C(=O)Nc1ncc(Cc2ccc(Cl)cc2Cl)s1	-8	-12	-23	-9	-0.3	-11	2.3	0	-8
COc1cccc(-c2cc(C(=O)Nc3ccccc3)c3ccccc3n2)c1	8	1	0	-7	0.0	-2	-4.9	0	-11
CCCCn1c(SCC(=O)NCc2ccco2)nnc1-c1ccoc1C	3	10	9	-1	-0.1	1	-0.7	8	-2
COC(=O)CSc1nnc(SCc2ccccc2)s1	4	-9	-2	0	0.1	-2	0.7	2	0
COc1ccc(CCNC(=O)c2cccnc2)cc1OC	6	-1	2	-1	0.0	-1	-0.9	1	3
CC(C)(C)C(=O)Nc1ccc(/C=C/C(=O)c2ccco2)cc1	8	3	1	-4	0.8	-9	-2.9	2	-1
CC(=O)n1cc(/C=N/NC(=O)c2ccccc2Cl)c2ccccc21	13	11	12	8	0.1	0	-0.4	0	-1
CCc1[nH]nc(C(=O)N2CCCC(C(=O)c3cccc(OC(C)C)c3)C2)c1C (stereo not given)	2	7	-1	-10	0.1	-5	-4.3	1	0
COc1ccc(NC(=O)CS(=O)CC(=O)Nc2ccc(OC)c(OC)c2)cc1 (stereo not given)	0	2	11	2	0.0	0	-1.9	3	1
COn1c(-c2ccccc2)nc2c1CCc1c-2no[n+]1[O-]	4	3	-5	2	-0.2	10	-0.3	1	-4
O=C(NCC1CCCO1)C1CCN(C2CCN(Cc3ccco3)CC2)CC1 (stereo not given)	-2	6	20	-7	-0.2	-1	1.2	0	-4
O=[N+]([O-])c1ccc2c(c1)nc1n2CCCCC1	-2	1	3	0	-0.1	3	0.5	0	-3
Cc1ccc(/C=C/C(=O)N2CCN(S(=O)(=O)/C=C/c3ccccc3)CC2)o1	-2	6	2	-2	-0.1	1	-1.9	0	1
O=C(CN1C(=O)NC2(CCCC2)C1=O)OCc1ccc(Cl)cc1Cl	0	-9	-11	2	-0.1	0	-3.4	1	3
Cc1cccc(NC(=O)CCCNC(=O)c2ccc(Cl)cc2)n1	-13	0	-3	1	-0.6	1	0.1	4	7
O=C(CSCc1ccc(Cl)cc1Cl)Nc1nccs1	11	-1	2	-5	-0.1	-3	2.1	1	10
O=C(c1ccc(NS(=O)(=O)c2cccs2)cc1)N1CCN(c2ccccc2Cl)CC1	6	5	6	11	0.0	-2	-0.1	1	-15
CC1(C)C[C@H](O)[C@@]23C[C@@H](OC2=O)[C@]2(C)C(=CCC4[C@@]5(C)CC[C@H](O)C(C)(C)C5CC[C@]42C)[C@@H]3C1 (stereo not given in full)	26	1	-3	0	0.7	0	-2.2	1	1
O=C(Nc1ccc(Cl)cc1)c1csc(Cc2ccccc2)n1	-11	3	-1	1	0.2	-4	-1.7	1	6
CCCc1cc(=O)oc2c(CN3CCN(C)CC3)c(O)ccc12	11	9	11	-2	-0.1	1	-3.2	51*	9
Cc1cc(C(=O)N/N=C2/CC(C)CC(C)(C)C2)c(C)o1 (stereo not given)	-1	0	4	-1	-0.1	0	-1.2	0	-6
Cc1ccc(S(=O)(=O)NCCC(=O)Nc2ncccc2O)cc1C	13	6	2	-2	0.1	1	-0.3	2	-1
CCOc1ccc(NC(=S)Nc2cccc3cnccc23)cc1	1	3	1	1	-0.1	3	1.5	2	4
COc1cc(OC)cc(C(=O)N2CCN(C3CCCCC3)CC2)c1	-11	6	0	-2	-0.1	-1	-0.8	0	2
CCO[C@H]1OC(C(=O)NCc2ccccc2)=C[C@@H](C)[C@@H]1CCCO	6	-2	-14	-3	0.0	5	3.0	0	-1
Cc1nn(-c2ccccc2Cl)c(Cl)c1/C=C(\C#N)C(N)=O	12	3	0	4	-0.1	-3	0.6	0	8
CCOCCCn1c(=S)[nH]c2cc(C(=O)NCC(OC)OC)ccc2c1=O	-6	2	-1	-8	-0.1	2	0.1	0	-6
CS(=O)(=O)c1ccc(-c2nnn(CC(=O)Nc3ccc4c(c3)OCCO4)n2)cc1	0	2	-8	-6	0.4	-12	-0.7	0	2
CCOc1ccc(CCNC(=O)Cc2ccc(NC(=O)C3=C(C)OCCS3)cc2)cc1	11	-1	-1	-3	0.0	-2	-1.1	11	-2
COc1cc2sc(-c3ccc(S(C)(=O)=O)cc3)c(C(=O)NCc3ccc(C)o3)c2cc1OC	13	.	.	.	0.1	.	.	0	5
O=C(CNC(=O)c1ccccc1F)N/N=C/c1ccc2c(c1)OCO2	1	-2	-1	2	-0.1	0	3.2	82*	-1
CCCc1ccc(C2=Nn3c(nnc3C(C)C)SC2)cc1	14	5	9	0	0.0	-3	0.8	0	-5
Cc1ccc(OCC(=O)NCCCNC(=O)c2cccnc2)cc1	-5	-4	-11	0	-0.1	-1	-1.6	0	-5
CCOc1cc(/C=N/O)ccc1OS(=O)(=O)c1ccc(C)cc1	18	2	-4	-4	0.1	-3	0.4	0	7
O=C(Nc1nnc(-c2ccccc2Cl)o1)c1ccco1	12	-6	1	2	0.2	-5	0.7	0	-4
COc1ccc(C(=O)C2CCCN(Cc3c(C)[nH]c4ccccc34)C2)c(OC)c1 (stereo not given)	-2	-3	-4	4	0.0	5	3.4	0	1
COc1ccc(/C=C2/C(=O)N(c3ccccc3)N=C2C)cc1OC	-3	.	.	.	0.1	.	1.3	1	.
CN(c1ccccc1)c1nc(N)c([N+](=O)[O-])c(N2CCOCC2)n1	-11	3	1	0	0.0	-2	2.2	7	0
O=C1CSC(c2ccc([N+](=O)[O-])cc2)N1c1ccc(O)cc1 (stereo not given)	-2	7	10	-3	0.0	6	-0.2	5	4
Cc1cc(Br)c(S(=O)(=O)NCc2cccnc2)cc1C	4	3	13	0	-0.1	0	-0.5	5	4
CCC(C)(C)NC(=O)C(c1ccncc1)N(C(=O)Cn1nnc2ccccc21)c1cc2c(cc1C(C)=O)OCO2 (stereo not given)	0	8	5	-2	0.1	3	1.4	0	2
COCCCNC(=O)NC(=O)c1ccccc1	17	6	14	7	-0.5	1	1.1	76*	4
Cc1ccc(C(=O)N2CCN(S(=O)(=O)c3ccc(C)cc3)CC2)cc1	2	3	2	-2	0.4	-1	1.4	0	-3

3 entries from above, ordered by the value under MCL1 BIM primary, low to high.
Structure,MCL1 BIM primary
CCOc1ccc(CCNC(=O)Cc2ccc(NC(=O)C3=C(C)OCCS3)cc2)cc1,-1
COc1cc(OC)cc(C(=O)N2CCN(C3CCCCC3)CC2)c1,0
CCCCn1c(SCC(=O)NCc2ccco2)nnc1-c1ccoc1C,9

(next part)
SMILES	VLA-4 inh	BCLXL inh	MCL1 BIM primary	PME-1 primary	Efflux pump inh	Fam108B inh	MEX-5 binding	GRK2 aptamer HTS	GLD-1 RNA inh
O=C(NCc1cccs1)c1cc(-c2cccc(Cl)c2)on1	8	-3	2	-1	-0.1	-3	-3.7	3	4
CCCCCCOc1ccc(OC(=O)c2ccncc2)cc1	-4	7	3	-6	0.0	-6	0.9	1	-7
O=C(COC(=O)c1ccc(S(=O)(=O)C(F)F)cc1)NC(=O)NC1CCCCC1	-2	0	3	5	0.0	-1	-2.1	0	2
C=CCN1C(=O)c2ccc(C(=O)N3CCN(S(=O)(=O)c4cccc(Cl)c4)CC3)cc2C1=O	4	2	-1	6	0.1	-1	-1.6	1	-2
O=C(O)CCCC(=O)N1N=C(c2ccccc2)CC1c1ccc2nccnc2c1 (stereo not given)	-5	5	6	0	-0.2	6	-1.1	0	3
CCOC(=O)C1=C(C)Nc2ncnn2C1c1cc(OC)ccc1OC (stereo not given)	5	2	5	-1	-0.1	-1	1.1	1	4
CC1=NN(C(N)=S)C(C)(C)C1	-4	3	9	1	0.3	-3	0.0	0	4
C=CCn1c(O)c(N=Nc2ccccc2)c2ccccc21	42	10	5	2	0.1	4	0.4	3	4
O=C(CSc1cn[nH]n1)Nc1nc2ccccc2s1	5	2	-7	-3	-0.1	-4	1.2	4	2
CCCCc1ccc(NC(=S)NCCCN2CCOCC2)cc1	-7	1	14	-3	-0.1	1	-0.2	0	4
CN1CCSc2ccc(C(=O)Nc3cccc(F)c3)cc21	-58	5	5	2	-0.2	3	2.7	0	0
CCCC(=O)Nc1ccc(N2CCN(C(=O)CCC)CC2)cc1	4	3	6	3	0.1	0	2.1	1	2
Cc1nc(N2CCN(C(=O)c3ccc(Cl)cc3)CC2)c(C#N)c2c1COC(C)(C)C2	8	6	-2	5	0.0	0	-1.2	0	-3
O=S(=O)(c1ccccc1)c1nc(-c2ccco2)oc1N1CCOCC1	4	0	-1	7	0.0	1	-0.2	1	4
Cc1ccc(C(=O)c2nc3c(n2O)CCCC3)cc1	14	5	4	-1	-0.1	0	0.3	1	1
CC(C(=O)Nc1ccc(S(=O)(=O)Nc2ncccn2)cc1)N1C(=O)c2ccccc2S1(=O)=O (stereo not given)	13	-2	2	-2	0.2	0	1.1	1	7
O=c1[nH]c(CN2CCN(c3ccccc3)CC2)nc2scc(-c3ccccc3)c12	-14	-5	-26	1	-0.8	-4	1.0	1	-23
COc1cc(C(=O)NC(CCSC)C(=O)OCC(=O)C(C)(C)C)cc(OC)c1OC (stereo not given)	-4	4	0	4	0.0	-5	3.0	2	1
CCOC(=O)c1nc(C)c(C(C)=O)s1	-4	-1	-1	-1	0.3	-2	1.7	0	2
COc1ccc(CC(=O)NC(C)(C)CC(C)=O)cc1OC	3	1	7	-1	-0.4	1	1.9	1	-1
O=S(=O)(c1ccc(Oc2ccc(S(=O)(=O)N(CCO)CCO)cc2)cc1)N(CCO)CCO	0	2	-1	-8	-0.1	1	0.9	0	4
CCN(Cc1ccncc1)C(=O)c1cc(Br)cc(Br)c1O	35	5	-6	5	0.1	5	-1.2	1	4
COc1ccc(CC2(CO)CCN(Cc3cnc(-c4ccccc4C)nc3)CC2)cc1	.	0	-9	-6	0.0	-5	2.1	1	6
Cc1ccc(S(=O)(=O)Cc2ccc(C(=O)NCCCN3CCN(C)CC3)o2)cc1	2	3	3	-3	-0.1	4	0.5	0	12
CCN(CC)S(=O)(=O)c1ccc(OC(C)C)nc1	6	2	3	2	0.1	0	-1.4	0	5
O=C(CCNC(=O)c1ccc([N+](=O)[O-])cc1)NCc1ccco1	14	-15	-19	3	0.4	.	.	3	2
O=c1oc(CCCO)cc2ccc(Br)cc12	-15	.	.	.	-0.2	.	.	2	7
Cc1cccc2cc(CN(CC3CCCO3)C(c3nnnn3Cc3ccco3)C(C)C)c(=O)[nH]c12 (stereo not given)	1	16	6	3	0.3	1	-1.6	0	4
O=C(Nc1ccc(F)c([N+](=O)[O-])c1)c1cccs1	27	7	4	-1	0.1	0	-0.2	4	2
